ERK EGF inh – EGF-driven ERK pathway inhibition; actives 0.41% (n = 130,000); Potency, µM (titrated, usually from 11.5 µM), for the others: top-dose activity change, negative = inhibition, most hits filed as inhibitors; HEK293-V1b, EGF-stimulated phospho-ERK AlphaScreen; active = well fitted inhibition curve with a large enough effect; inconclusive = small, poorly fitted or top-dose-only effect, or effect the other way;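 note: plate controls were stimulated vehicle wells for no effect and unstimulated vehicle basal for full effect; nearly all actives have a fitted effect of over 55% in size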
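V1b-HEK293, 1% FBS o/n; cpd 30 min 37C; EGF 25 nM final, 5 min; lyse 10 min; AlphaScreen beads 5 h RT. Normalized DMSO basal vs EGF max; Hill AC50.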
* hit, by the source's call; ? = inconclusive; ! = not active in a repeat; [ ] = remark or other dose. Potency is the fitted concentration of half-maximal effect. Only part of the results is shown, so the mix of outcomes need not match the whole.

SMILES	ERK EGF inh
COCCNc1cc(-c2ccccc2CN(C)C)ncn1	17.5%
CC(C)COCC(O)CCC(=O)NNC(=S)Nc1ccccc1 (stereo not drawn)	-3.5%
CCOCCCNC(=O)C(NC(=O)Cc1c[nH]c2ccccc12)c1ccc(OC)cc1 (stereo not drawn)	-5.0%
CCn1cc(-c2csc(N)n2)c(C)n1	7.5%
CCC1=C2CC[C@H]3C(=O)N(c4ccccc4)C(=O)[C@H]3[C@H]2[C@@]2(Cc3ccccc3)C(=O)N(CC(=O)OC)C(=O)N2C1=O	7.2%
NC(=O)c1cc(NC(=O)c2ccc(NS(=O)(=O)c3cccs3)cc2)cc(C(N)=O)c1	-6.4%[57.5 µM]
CN1CCCC2(CCN(C(=O)c3cccn3C)CC2)C1	-11.0%
COc1ccc(-c2c(C)n([O-])c3c([n+]2=O)CCCCC3)cc1OC	1.2%
O=C(Nc1ccc(F)cc1F)c1cc2ncc(CCCl)cn2n1	7.9%
Cc1cc(C)cc(NC(=O)CSc2ccc(-c3ccco3)nn2)c1	-15.9%
CN(Cc1ccccc1)C1=CC(=[N+]2CCCC2)CC(C)(C)C1	-16.6%[57.5 µM]
COc1ccc(-n2c(SCC(=O)Nc3ncc(Cl)cc3Cl)nc3ccccc32)cc1	-0.7%
COc1cc(C(=O)O)ccc1Cl	0.3%[57.5 µM]
O=C1N(Cc2cccc(Cl)c2)C[C@@H]2C[C@@H](c3c[nH]c4ccccc34)N3CCC[C@@]123	11.6%[57.5 µM]
CCOP(=O)(OCC)/C(C#N)=C(\O)c1ccc(OC)cc1	13.8%[57.5 µM]
NC(=O)C1=CN(Cc2ccc(Cl)cc2)CCC1C(F)(F)F (stereo not drawn)	0.4%[57.5 µM]
Cc1cccc2sc(N(CCN(C)C)C(=O)c3cc(Cl)sc3Cl)nc12	2.9%
CCC(C)Nc1nc(N)c([N+](=O)[O-])c(Nc2ccccc2OC)n1 (stereo not drawn)	6.0%[57.5 µM]
O=C(N/N=C/c1ccc2nccnc2c1)c1cccc([N+](=O)[O-])c1	1.6%
COc1ccc(C)cc1S(=O)(=O)N1CC(C)OC(C)C1 (stereo not drawn)	-3.4%
CCN(CC)C1CCN(C(=O)CCc2nnc(CCc3ccccc3)o2)C1 (stereo not drawn)	-23.0%
C=CCn1c(SCCC)nc2sc3c(c2c1=O)CCc1ccccc1-3	4.0%
CCc1cc(-c2nc(N)ncc2-c2csc(C)n2)c(O)cc1OC	-2.1%
Cc1ccc(NC(=O)c2ccccc2NS(=O)(=O)c2ccc(Cl)s2)cc1	1.2%
Cn1nnnc1SCC(=O)NNC(=O)c1ccc(Br)cc1	4.3%
C[C@H](O)Cn1cnc2c1c(=O)n(C)c(=O)n2C	0.3%[25.7 µM]
Nc1ccccc1C(=O)NNC(=O)C(=O)/C=C(\O)c1ccccc1	-4.0%[57.5 µM]
COC(=O)C1C(=O)C2=C(CC1C)Nc1ccccc1NC2c1cccs1 (stereo not drawn)	-10.0%
Cc1ccnc(NC(=O)Nc2ccc3c(c2)OCO3)c1	-14.3%
Cc1cc(N=NC(=O)c2ccccc2O)c2ccccc2c1O	?
CC(C)(C)NC(=O)COC(=O)c1ccc(NC(=O)CC#N)cc1	-4.4%
CC(=O)c1ccc(NC(=O)c2ccc3c(Cl)c4c(nc3c2)CCCC4)cc1	-1.0%
CCOc1ccc(/C=C2\SC(=S)N(NS(=O)(=O)c3ccc(C)cc3)C2=O)cc1OC	?
CC(C)(C)c1cc(C(=O)Nc2ccccc2)ccn1	14.0%
COCCNc1nc(-c2ccccc2)nc2ccccc12	-3.1%
CCOC(=O)C1C(c2ccccc2)C(C(=O)OCC)C1c1ccccc1 (stereo not drawn)	4.5%
COC(=O)Cc1ccc(NC(=S)NCCO)cc1	-6.1%[57.5 µM]
O=c1c(-c2ccc(F)cc2)nc2cncnc2n1C1CC1	5.6%
O=C(CCCCC(=O)Nc1c(I)cc(I)c(C(=O)O)c1I)Nc1c(I)cc(I)c(C(=O)O)c1I	-0.6%[25.7 µM]
COC(=O)c1ccc(=O)n(CC(=O)c2ccc(Cl)cc2)c1	3.1%
COc1ccc(-n2c(Cc3cccn3C)nnc2SCC(=O)Nc2cc(C)cc(C)c2)cc1	3.1%
CCCc1c(C)nc2ccc(OC)cc2c1SCCC(=O)O	-6.2%
Cc1ccc(NC(=O)COC(=O)CN2C(=O)NC(C)(C)C2=O)cc1S(=O)(=O)N1CCOCC1	-5.2%
COc1ccc(C)cc1S(=O)(=O)N(C)CC(=O)NC1CCCCCC1	4.6%
COc1ccc(N(C)S(=O)(=O)c2cccc3nsnc23)cc1	-25.5%
CCCCc1cc2c(c(NC(C)=O)n1)c(=O)oc1ccccc12	1.8%
CC1(C)OC(C)(C)/C(=C/Nc2ccccc2)C1=O	-0.6%
Cc1cccc(-c2ncc(CN3CCC(CO)(CCCc4ccccc4)CC3)cn2)c1	8.1%
Nc1c(C(=O)O)sc2nc(-c3ccc(F)cc3)cc(-c3ccccc3)c12	3.7%[57.5 µM]
O=C(C1CCC1)N1CCC(O)(c2cccc(F)c2)CC1	4.8%
CCn1nc(C)c(Br)c1-c1nc(-c2ccc(C)cc2)no1	-7.9%[57.5 µM]
N#CC(c1nc2ccccc2nc1OCCO)S(=O)(=O)c1ccccc1 (stereo not drawn)	4.9%[57.5 µM]
Cc1ccc(/C=N/n2c(C)nnc2C)o1	-4.7%
O=C(NCc1cccs1)C(=O)NCC1OCCCN1S(=O)(=O)c1ccc(F)cc1 (stereo not drawn)	-2.1%
Nn1c(SCc2cccc(Br)c2)nnc1-c1ccncc1	-0.1%[57.5 µM]
Cc1cc(NCCCO)n2nc(-c3cccs3)cc2n1	-3.6%
COc1ccc(/C=C(/NC(=O)c2ccco2)C(=O)N2CCCC2=O)cc1	-1.5%
C=CCC(C)(O)c1cccc(Br)c1 (stereo not drawn)	-9.6%
CSC(=NC(C)c1ccccc1)NS(=O)(=O)c1cccs1 (stereo not drawn)	1.3%
Cc1ccc(C(=O)O)cc1NC(=O)Nc1ccc2c(c1)OCO2	-6.1%
(next part)
SMILES	ERK EGF inh
COc1ccc(/C=N\NC(=O)c2c(C)nc3ccc(Br)cn23)cc1	0.3%
Brc1ccccc1-c1cnco1	4.9%
O=C(COc1ccc([N+](=O)[O-])cc1)N1CCN(c2nnc(-c3ccccc3)c3ccccc23)CC1	?
CC(C)c1onc(C(=O)N2CCCCC2C)c1[N+](=O)[O-] (stereo not drawn)	-0.6%
CC(C)Oc1ccc(C2CC(=O)N(c3ccc(N(C)C)cc3)C2=O)cc1 (stereo not drawn)	-1.4%
NC(C(=O)O)C1CC(Cl)=NO1 (stereo not drawn)	-7.2%
O=C(Nc1cccc(F)c1)N1CC2(CCN(C(=O)c3cnccn3)CC2)C1	-0.6%
CC(C)c1cc(=O)oc2c3c4c(cc12)CCCN4CCC3	24.1%[57.5 µM]
CCc1ccccc1NC(=S)N(CCCN1CCN(C)CC1)Cc1cccs1	-8.2%
CCNC(=S)N/N=C/c1cc(C)n(-c2ccc(Cl)cc2)c1C	5.3%
Cc1cccc(NCC(=O)N/N=C\c2ccc[nH]2)c1	9.0%[57.5 µM]
O=S(=O)(NCCCc1ccccc1)c1cccc2nsnc12	9.2%

Part of the list above, with bars between the fields.
canonical_smiles | ERK EGF inh
Cc1ccc(/C=N/n2c(C)nnc2C)o1 | -4.7%
CCn1nc(C)c(Br)c1-c1nc(-c2ccc(C)cc2)no1 | -7.9%[57.5 µM]
COCCNc1nc(-c2ccccc2)nc2ccccc12 | -3.1%
C=CCn1c(SCCC)nc2sc3c(c2c1=O)CCc1ccccc1-3 | 4.0%
CC(C)(C)c1cc(C(=O)Nc2ccccc2)ccn1 | 14.0%

Fetched one by one from the list above (4):
SMILES	ERK EGF inh
Cc1cccc(NCC(=O)N/N=C\c2ccc[nH]2)c1	9.0%[57.5 µM]
NC(C(=O)O)C1CC(Cl)=NO1 (stereo not drawn)	-7.2%
CCc1ccccc1NC(=S)N(CCCN1CCN(C)CC1)Cc1cccs1	-8.2%
CC(C)c1onc(C(=O)N2CCCCC2C)c1[N+](=O)[O-] (stereo not drawn)	-0.6%

Other entries:
SMILES	ERK EGF inh
COCCCNCCCCOc1ccc(C)cc1[N+](=O)[O-]	-13.9%
COc1cc(CC(=O)OCC(=O)Nc2ccc3c(c2)OCCO3)cc(OC)c1OC	5.2%
C=CCn1c(-c2ccc(OC)c(OC)c2)cs/c1=N\c1ccccn1	0.2%
COc1ccc(NC(=O)COC(=O)/C=C/c2ccccc2[N+](=O)[O-])cc1	-3.3%
CCC(C)C(NC(=O)OC(C)(C)C)C(=O)NC(C(=O)NC(C)C(N)=O)C(C)C (stereo not drawn)	-3.1%
COc1ccc(C2(CNC(=O)c3ccc(OC)c([N+](=O)[O-])c3)CCCCC2)cc1OC	-2.5%
O=C(CSc1ccc(-c2ccncc2)nn1)c1ccccc1	0.1%
Cc1ccc(S(=O)(=O)NCCNc2ccccc2[N+](=O)[O-])cc1	-22.1%
O=C(COC(=O)c1ccc(OC(F)F)cc1)NCCCN1CCCC1=O	2.0%[57.5 µM]
Cc1ccn2c(C(=O)N/N=C/c3ccc(CNC(=O)C(=O)Nc4ccc(C)c(C)c4)o3)c(C)nc2c1	2.9%
C=C(C)C(=O)Nc1ccc(NC(C)C)cc1	-19.1%[57.5 µM]
CCCCCCCCNC(C)C(O)c1ccc(SC(C)C)cc1 (stereo not drawn)	35.5µM*!
CCOC(=O)c1csc(NC(=O)c2ccc(OCC)cc2)n1	?
Cn1cccc1C(=O)N1CCC2(CCCN(C(c3ccccc3)c3ccccc3)C2)CC1	6.1%
Cc1sc(N2C(=O)C3C(C2=O)[C@H]2C=C[C@@H]3C2)c(C#N)c1C (stereo partly drawn)	-3.6%[57.5 µM]
CCOCCCNC(=S)Nc1ccc2nc(N3CCCC3)cc(C)c2c1	-3.3%
O=S(=O)(CCN1C=CC(C(F)(F)F)=NCC1)c1ccc(F)cc1	-12.5%[57.5 µM]
CCOC(=O)N1CCN(C(=O)Nc2ccccc2)CC1	-4.1%
O=C1CCC(C(=O)NCc2cccnc2)N1 (stereo not drawn)	9.5%
O=C1CN(C(=O)c2cc3ccccc3o2)c2ccccc2N1	2.9%
O=C(/C=C/c1ccccc1[N+](=O)[O-])NCC1CCCO1 (stereo not drawn)	1.2%
CCN1C(=O)C2(SC(NC(C)=O)=NN2C(C)=O)c2cc(C)cc(C)c21 (stereo not drawn)	1.7%
CC(C)CNC(=O)COC(=O)c1ccc(Cl)c(S(=O)(=O)N2CCc3ccccc32)c1	-6.2%
CCC(=O)Nc1ccc(C(=O)NNC(=O)Cc2ccccc2)cc1	4.8%

Three compounds out of the list, arranged by length of the SMILES, descending:
SMILES	ERK EGF inh
Cc1sc(N2C(=O)C3C(C2=O)[C@H]2C=C[C@@H]3C2)c(C#N)c1C (stereo partly drawn)	-3.6%[57.5 µM]
CCOC(=O)c1csc(NC(=O)c2ccc(OCC)cc2)n1	?
O=C1CCC(C(=O)NCc2cccnc2)N1 (stereo not drawn)	9.5%

The listing continues.
SMILES	ERK EGF inh
O=C(N/C(=C/c1cccs1)C(=O)N1CCCCCC1)c1ccccc1	7.1%
CCN1CCN(C(c2cccs2)C(C)NC(=O)C(C)C)CC1 (stereo not drawn)	-1.5%
COC(=O)[C@@H](NC(=O)O[C@@H]1C(=O)c2ccc(OC)cc2O[C@H]1c1ccc2c(c1)OCO2)C(C)C	13.1%
CC1CC(C)CN(S(=O)(=O)c2ccc3c(c2)oc(=O)n3CC(=O)NCc2cccnc2)C1 (stereo not drawn)	0.9%[57.5 µM]
CCC(=O)N(C)CCc1cc2c(c(OC)c1/C=N/NS(=O)(=O)c1ccc(C)cc1)OCO2	4.0%[57.5 µM]
COC(=O)C1CCN(CCCOc2ccc(CN3CCN(c4ccc([N+](=O)[O-])cc4)CC3)cc2)CC1	-5.2%
O=S(=O)(c1cccc(S(=O)(=O)N2CCC(Cc3ccccc3)CC2)c1)N1CCOCC1	-6.2%
OCC1(CCOc2ccccc2)CCN(CCCn2cccn2)CC1	-5.7%[57.5 µM]
O=C(c1ccc(OC2CCN(Cc3ccccn3)CC2)cc1)N1CCCC(O)C1 (stereo not drawn)	4.1%
O=C(CNC(=O)c1cnccc1C(F)(F)F)c1cccc(Cl)c1	11.6%[57.5 µM]
CCOc1cc(/C=N/NC(=O)c2cccnc2)cc(Br)c1OCC(N)=O	-0.9%
O=C(O)CSc1nnc(COc2cccc3ccccc23)n1Cc1ccccc1	5.7%
Cc1ccc(C(=O)NNc2c3ccccc3nc3ccccc23)cc1	?
O=C(O)c1ccc(/C=N/NC(=S)NC2CCCCC2)cc1	-2.9%
Cc1nc(C)c(-c2csc(Nc3ccc(F)cc3)n2)s1	-1.4%
Clc1ccc(-n2nnc(-c3cccnc3)n2)cc1Cl	-11.3%[57.5 µM]
COC(=O)C1=C(C)N(c2ccc(C)c(C)c2)/C(=C/c2ccc(O)cc2)C1=O	1.4%[57.5 µM]
CS(=O)(=O)N1CCN(CC(=O)NC2CCCCC2)CC1	-11.2%
Cc1cc(NC(=O)c2sc(Nc3ccc(F)c(Cl)c3)nc2N)no1	-13.7%
CCc1nc2ccccc2n1CC(=O)N1CCN(Cc2ccccc2)CC1	7.4%
CC(C)n1c(NCCc2ccccc2)nc2c1c(=O)n(C)c(=O)n2C	0.3%
CCn1c(CNc2ccc(C)cc2)nnc1SCC(N)=O	-16.7%
CC(=O)Nc1ccc(/C=N/NC(=O)c2cccc(S(=O)(=O)N3CCOCC3)c2)cc1	2.0%
COc1cc(/C=C/C(=O)O)cc(S(=O)(=O)Nc2ccccc2Cl)c1OC	5.2%
CC(C)c1cc(NC(=O)c2ccccc2)cc(C(C)C)c1O	0.9%
COCCn1c(C)cc(C(=O)COc2ncnc3ccc(Br)cc23)c1C	-2.0%
O=C(C1=C[C@H](c2ccccc2)C[C@H](OCc2ccc(CO)cc2)O1)N1CCOCC1	-9.0%[57.5 µM]
COc1ccc(CCNC(=O)c2cccs2)cc1OC	-8.1%
O=C(COC(=O)c1ccncc1)c1ccccc1	4.7%
